Pf growth 48h – P. falciparum growth inhibition at 48 hours (one generation); P. falciparum luciferase growth in erythrocytes, 48 h; 5.9% of 310,000 active; Potency, µM (doses to about 28.7 µM), without a hit: top-dose activity change, negative = inhibition, hits mostly inhibitors; also: potency is read from the fitted curve at half-maximal effect; % is scaled to controls: 0 for no effect and ±100 for the full control effect
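Compounds are pin-transferred into medium, infected erythrocytes (2% hematocrit, 0.1% parasitemia final) are added, and plates sit one parasite generation at 37 C in 5% CO2. Detection reagent is then added and luminescence measured.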
Shiga toxin inh – blocks Shiga toxin action in Vero cells; Vero cells, Shiga toxin protein synthesis inhibition reporter; inhibition, % at 38.7 µM; 9.2% of 290,000 active; in the data active = inhibition mostly above about 28%, no sharp cut-off; inactive = mostly below about 43%; also: 0% is about no effect
TbPYK inhibitor – blocks Trypanosoma brucei pyruvate kinase. 0.12% of 410,000 active. Potency, µM (titrated, usually from 76.8 µM), without a hit: at the top dose activity, negative = inhibition, usual class: inhibitors. TbPYK enzyme, Kinase-Glo Plus ATP luminescence, 45 min. Q57TT1; also: potency is read from the fitted curve at half-maximal effect; % is scaled to controls: 0 for no effect and ±100 for the full control effect; nearly all actives have a fitted effect of over 50% in size
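Assay buffer: 50 mM TEA pH 7.2, 100 mM KCl, 10 mM MgCl2, 0.05% BSA, 0.01% Tween-20. Pyruvate kinase from T. brucei plus substrate met compound, then ADP (130 uM final). Luminescence was read post 45 min RT.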
Pf growth 96h – P. falciparum growth inhibition at 96 hour, primary screen for plastid delayed-death inhibitors | P. falciparum luciferase reporter growth, 96 h | Potency, µM (highest dose often 28.7 µM), without a hit: at the highest dose activity change, negative = inhibition, most hits filed as inhibitors | 6.9% of 320,000 active; also: potency is read from the fitted curve at half-maximal effect; % is scaled to controls: 0 for no effect and ±100 for the full control effect
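Delayed-death screen, second-generation endpoint: infected erythrocytes, 2% hematocrit, 0.05% parasitemia final; 96 hours at 37 C, 5% CO2; luciferase detection reagent; luminescence decrease equals reduced growth.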
LmPK inh – inhibitors of Leishmania mexicana pyruvate kinase; Q27686; Potency, µM (top dose mostly 57.5 µM), for inactives: at the highest dose activity change, negative = inhibition, actives largely listed as inhibitors; purified LmPK, Kinase-Glo ATP luminescence, 1 h; 0.37% of 290,000 active; also: potency is read from the fitted curve at half-maximal effect; % is scaled to controls: 0 for no effect and ±100 for the full control effect
Target sequence (Q27686 whole entry, looked up): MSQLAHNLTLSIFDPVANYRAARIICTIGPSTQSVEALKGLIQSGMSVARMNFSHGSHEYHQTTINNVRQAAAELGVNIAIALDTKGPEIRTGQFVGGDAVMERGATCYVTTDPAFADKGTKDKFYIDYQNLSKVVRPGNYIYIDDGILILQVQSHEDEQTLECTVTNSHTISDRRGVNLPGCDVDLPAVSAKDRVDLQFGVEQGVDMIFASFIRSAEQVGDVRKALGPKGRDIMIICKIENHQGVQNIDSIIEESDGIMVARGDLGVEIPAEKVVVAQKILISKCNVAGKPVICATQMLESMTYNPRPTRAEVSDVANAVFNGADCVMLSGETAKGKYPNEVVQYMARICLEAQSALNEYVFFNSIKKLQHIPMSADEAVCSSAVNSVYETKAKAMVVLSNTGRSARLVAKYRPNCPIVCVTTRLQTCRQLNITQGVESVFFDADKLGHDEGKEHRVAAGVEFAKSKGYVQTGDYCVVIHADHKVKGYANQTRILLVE
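Purified LmPK (0.1 nM) converted ADP (0.1 mM) to ATP with PEP (0.5 mM) in imidazole buffer pH 7.2 with KCl and MgCl2, 1 h at room temperature. ATP was read by Kinase-Glo luminescence; data normalized to uninhibited and no-enzyme controls.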
AMA1-RON2 inh – AMA1-RON2 (P. falciparum) interaction inhibition | AlphaScreen AMA1-biotinylated RON2 peptide binding | Potency, µM (doses to about 58.2 µM), for inactives: at the top dose activity change, negative = inhibition, hits mostly inhibitors | 0.2% of 360,000 active | AID 720542;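 also: potency is read from the fitted curve at half-maximal effect; 0% = vehicle wells and -100% = peptide control; nearly all actives have a fitted effect of over 45% in size; some results filed as inactive show a strong effect at the top dose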
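AMA1 (3D7) with his tag at 25 nM final met compounds first, then biotinylated RON2 peptide at 25 nM; detection used donor plus acceptor beads, 10 µg/mL apiece, read by AlphaScreen after 30 min at room temperature.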
Cycloheximide cs – affects cycloheximide protein synthesis inhibition readout, counter-screen; max response, %; cell reporter, cycloheximide protein synthesis inhibition counterscreen; 12% of 300,000 active; AID 2314; in the data active = max response mostly above about 13%, no sharp cut-off; inactive = mostly below about 14%; also: read at 38.3 µM for the half of the compounds with a filed dose; 0% is about no effect
An asterisk follows results filed as active; ? = inconclusive; . = no result given; & = joins results of further samples; [ ] = dose if it differs, or a comment. Unless noted, calls follow the shape of the dose curve; as a rule, active = well fitted curve in the direction sought with a large enough effect; inconclusive = small, poorly fitted or top-dose-only effect, or another doubt; inactive = no such curve, though single readings can be large; an effect the other way counts as inactive or inconclusive.

smiles,Pf growth 48h,Shiga toxin inh,TbPYK inhibitor,Pf growth 96h,LmPK inh,AMA1-RON2 inh,Cycloheximide cs
CC1=CC(=O)C(C(C)C)=C/C1=C(\c1cc(C(C)C)c(OP(=O)(O)O)cc1C)c1ccccc1C(=O)O,-35%,3,-5%,?,-8%,-4%,1
Cc1nnc(SCCn2c(N3CCCC(C)C3)nc3c2c(=O)[nH]c(=O)n3C)s1 (centres undefined),-3%,-8,-13%,?,0%,-4%,-3
COc1ccc(N(CCCN2C(=O)c3cccc4cccc(c34)C2=O)C(=O)c2cccnc2)cc1,?,9,-21%,-24%,1%,?,-3
CCCCOP(=O)(OCCCC)C1(NS(=O)(=O)c2ccccc2)C=CC(=O)c2ccccc21 (centres undefined),10µM*,-21,-3%,?,-3%,-22%,-3
O=C(CN(C(=O)c1csnn1)c1ccccc1F)NCc1ccc2c(c1)OCO2,4%,-5,-1%,?,-8%,-4%,-4
O=C1CCc2cc(S(=O)(=O)NCCc3ccccc3)cc3c2N1CC3,11%,.,-4%,8%,.,12%,.
COc1ccccc1N1CCN(C2CC(=O)N(c3cccc(Cl)c3)C2=O)CC1 (centres undefined),30%,.,-7%,?,-3%,19%,-3
COc1cccc(-c2noc(CCCC(=O)Nc3ccc(C(N)=O)cc3)n2)c1,37%[activator],19,0%,-17%,-2%,-3%,7

smiles,Pf growth 48h,Shiga toxin inh,TbPYK inhibitor,Pf growth 96h,LmPK inh,AMA1-RON2 inh,Cycloheximide cs
Cc1cccc(N2C(=O)CC(NNc3nc4ccccc4s3)C2=O)c1 (centres undefined),-3%,-2,0%,12%,2%,-1%,-2
O=C(OCCN1C(=O)c2ccccc2C1=O)c1cc(S(=O)(=O)N2CCOCC2)ccc1F,-8%,-11,4%,32%[activator],0%,5%,0
CCOC(=O)N1CCN(C(=S)NC2CCCCC2)CC1,11%,-11,-3%,1%,0%,10%,1
OCCOCCOc1ccc(-c2nn[nH]n2)cc1,.,-13,-3%,19%,-7%,9%,-4
N#C/C(=C/c1cn(CC(=O)O)c2ccccc12)C(=O)Nc1ccccc1,-5%,13,5%,32%[activator],7%,-7%,9
CCCCC(=O)Nc1nnn(CCC)n1,-8%,-6,1%,?,-10%,1%,-3
COc1cc(/C=C2/C(=O)NN(c3ccccc3)C2=O)cc(Br)c1O,12%,4,0%,8%,-2%,-6%,-3
CCC(OC(=O)c1cc2sccc2n1C)C(=O)NCc1ccco1 (centres undefined),14%,35,-7%,-7%,2%,-7%,-2

Molecules above that have a COOH group, in the order listed:
smiles,Pf growth 48h,Shiga toxin inh,TbPYK inhibitor,Pf growth 96h,LmPK inh,AMA1-RON2 inh,Cycloheximide cs
CC1=CC(=O)C(C(C)C)=C/C1=C(\c1cc(C(C)C)c(OP(=O)(O)O)cc1C)c1ccccc1C(=O)O,-35%,3,-5%,?,-8%,-4%,1
N#C/C(=C/c1cn(CC(=O)O)c2ccccc12)C(=O)Nc1ccccc1,-5%,13,5%,32%[activator],7%,-7%,9

(continued)
smiles,Pf growth 48h,Shiga toxin inh,TbPYK inhibitor,Pf growth 96h,LmPK inh,AMA1-RON2 inh,Cycloheximide cs
CC(C)c1nc2cc(C(=O)N(C)C3CCOCC3)ccc2o1,33%[activator],42*,-2%,73%[activator],-8%,-4%,37*
CN(Cc1cccc2cnccc12)C(=O)CCc1nnc(CCc2ccccc2)o1,?,47*,-1%,?,4%,6%,37*
CCCCOc1ccc(CN2CCCCC2)cc1,18%,45*,-3%,-18%,3%,16%,17*
CN(C)C(=O)COc1ccc2cc(-c3ccccc3)c(=O)oc2c1,116%[activator],54*,-6%,7%[5.75 µM],-4%,-2%,25*
O=C(Cc1ccsc1)NNC(=O)c1cccc(Cl)c1,1%,3,-1%,8%,-4%,101%[activator],3
Cc1ccc2c(c1)C(=O)CC(c1ccc3c(c1)OCCO3)O2 (centres undefined),-5%,64*,-6%,-1%,-7%,-13%,41*
CC(C)(C)n1nnnc1CN1CCN2CCCC2C1 (centres undefined),8%,1,-5%,46%[activator],0%,14%,4
CCOC(=O)c1c(/N=C/c2cccc([N+](=O)[O-])c2O)sc(C)c1C,?,5,-16%,?,-29%,8%,-2

smiles,Pf growth 48h,Shiga toxin inh,TbPYK inhibitor,Pf growth 96h,LmPK inh,AMA1-RON2 inh,Cycloheximide cs
COc1ccc(OCC(=O)Nc2ccc(C)cc2)cc1,41%[activator],60*,-1%,64%[activator],2%,-5%,26*
CCCCN1C(=O)C(=O)N(CC(=O)c2cc(C)n(C3CC3)c2C)C1=O,29%,.,-3%,38%[activator],.,-8%,.
O=C(CSc1nccn1-c1ccccc1)N1CCc2ccccc21,.,15,3%,?,-4%,-19%,14
Cn1nc(-c2ccccc2)cc1NC(=O)c1cccs1,11%,11,0%,4%,1%,-12%,6
O=C1C2=C(CCCC2)C(=O)N1CNc1ccccc1,27%,12,4%,-1%,2%,-2%,1
CCOc1ccc(NC(=O)N2CCCC2C(=O)NCC2CCCO2)cc1 (centres undefined),7%,15,-3%,?,-1%,12%,-6
COC(=O)N/N=C(\C)c1ccc(OC(F)F)cc1OC(F)F,8%,-5,-16%,-30%,-4%,-3%,-7
COCc1cc(=O)n2[nH]c(-c3cccc(Br)c3)cc2n1,36%[activator],68,-1%,-1%,-2%,10%,27*

smiles,Pf growth 48h,Shiga toxin inh,TbPYK inhibitor,Pf growth 96h,LmPK inh,AMA1-RON2 inh,Cycloheximide cs
CCOC(=O)C1C(C(=O)OC)=C(C(=O)OC)c2ccccc2N1S(=O)(=O)C(F)(F)F (centres undefined),.,18,3%,.,.,-1%,6
CCCCn1c(=O)c(C(=O)NCc2ccccc2OC)c(O)c2ccccc21,?,-3,2%,?,-2%,15%,-2
COc1ccc(-n2ncc3c2CC(C)(C)CC3NC(=O)c2ocnc2C)cc1 (centres undefined),?,0,2%,-14%,-7%,-7%,-2
Cn1c(SCCOc2ccccc2Cl)nnc1-c1ccncc1,-5%,-11,1%,.,-1%,3%,-1
CNc1nc(SCC(=O)OC)nc(N2CCOCC2)n1,-20%,-12,-2%,?,-4%,-5%,20
C=CCNC(=S)N1CCc2c([nH]c3ccccc23)C1C (centres undefined),?,-6,-10%,-3%,6%,-5%,-1
C/C(=N\Nc1ccc([N+](=O)[O-])cc1)c1ccc(N)cc1,?,68*,2%,0%,-4%,-26%,34*
CC(C)CNS(=O)(=O)c1ccc(S(=O)(=O)N2CCCN(Cc3ccccc3)C2)cc1,12µM*,-3,5%,10%,0%,-3%,4

smiles,Pf growth 48h,Shiga toxin inh,TbPYK inhibitor,Pf growth 96h,LmPK inh,AMA1-RON2 inh,Cycloheximide cs
COCc1nnc(NC(=O)CCSc2ccccc2)s1,21%,20,8%,.,1%,-6%,15
Cc1ccc(NC(=O)CCc2nc3sc4c(c3c(=O)[nH]2)CCCC4)c(Br)c1,7%,.,-3%,12%,.,12%,.
CC(=O)N1CCc2ccccc2C1CC(=O)O (centres undefined),23%,11,-10%,109%[activator],2%,-24%,-2
CCOc1ccc(NC(=O)N2CCC(n3c(=O)[nH]c4ccccc43)CC2)cc1,.,-4,8%,95%[activator],11%,-2%,-7
C=C1c2c(Cl)ccc(O)c2C(O)=C2C(=O)[C@@]3(O)C(O)=C(C(N)=O)C(=O)[C@@H](N(C)C)[C@@H]3[C@@H](O)[C@H]12,4.1µM*,.,-12%[33.2 µM],0.72µM*,.,.,.
COc1cc(C(=O)NCCC(=O)N2CCC3(CC2)NCCc2[nH]cnc23)cc(OC)c1OC,-6%,-4,0%,4%,0%,-11%,-2
O=C(Cc1ccc(O)cc1)N/N=C/c1cccs1,1%,0,2%,-19%,-1%,14%,9
Cc1nc2ccc(S(=O)(=O)Nc3cccc(-c4nc5cccnc5s4)c3C)cc2s1,1%,-13,-3%,?,0%,-4%,-2

smiles,Pf growth 48h,Shiga toxin inh,TbPYK inhibitor,Pf growth 96h,LmPK inh,AMA1-RON2 inh,Cycloheximide cs
C[n+]1nc(Nc2ccccc2)sc1-c1ccc(C(=O)O)cc1,9%,-9,.,12%,0%,.,1
CC1CCC(NC(=O)Cn2c(=O)oc3cc(S(=O)(=O)N4CCCC4)ccc32)CC1 (centres undefined),-5%,5,-2%,?,-1%,0%,-1
O=C(NC1CC1)c1cc2c(s1)CS(=O)(=O)C2,14%,-2,3%,-29%,-1%,-16%,7
COc1ccc(OC)c(NC(=O)CCNC(=O)Cn2cnc3ccccc3c2=O)c1,46%[activator],13,-8%&-11%,?,-11%,-7%,5
O=C(Nc1nccs1)c1ccc(Cl)cc1[N+](=O)[O-],30%,-14,4%,57%[activator],-4%,9%,1
CCOc1c(S(=O)(=O)N2CCCC2)ccc(Cl)c1Cl,-18%,7,-6%,.,-12%,9%,18
O=C(Nc1nnc(Cc2ccc(Cl)cc2)s1)c1ccco1,20%,11,-4%,.,-3%,3%,9
COc1ccccc1C(=O)Nc1ccc2c(C)cc(=O)oc2c1,136%[activator],107*,1%,9%,-3%,-5%,35*

smiles,Pf growth 48h,Shiga toxin inh,TbPYK inhibitor,Pf growth 96h,LmPK inh,AMA1-RON2 inh,Cycloheximide cs
COc1ccc([N+](=O)[O-])cc1NC(=O)c1cn(-c2ccc(C)c(C)c2)c(=O)c2ccccc12,-8%,-2,-7%,12µM*,2%,-3%,-1
Cc1ccc(S(=O)(=O)CCc2ccccn2)cc1,10%,-2,-7%,.,1%,-2%,-2
COc1ccccc1N1CCN(C(=O)c2noc(C)c2[N+](=O)[O-])CC1,-13%,-4,0%,19%,13%,0%,1
CC(=O)N1c2c(cc(Br)cc2S(=O)(=O)NCc2ccc3c(c2)OCO3)CC1C (centres undefined),7%,-20,-1%,.,2%,1%,-5
Cc1cc(C(F)F)n2ncc(C(=O)N3CCc4ccccc4C3)c2n1,-3%,-18,0%,.,-3%,-1%,-1
CSc1n[nH]c(NC2=CC(=O)CCC2)n1,23%,-6,-6%,29%,-8%,2%,-3
O=C(NCCc1ccccc1)C1CCCN(S(=O)(=O)c2cccc3nonc23)C1 (centres undefined),.,-15,2%,.,1%,-8%,12
COc1ccc(-c2nnc(SCC(=O)NCC3CCCO3)o2)cc1 (centres undefined),-9%,-3,-5%,12%,-1%,-2%,-1

smiles,Pf growth 48h,Shiga toxin inh,TbPYK inhibitor,Pf growth 96h,LmPK inh,AMA1-RON2 inh,Cycloheximide cs
Cc1ccc(OCCCC(=O)Nc2ccc(S(=O)(=O)N3CCOCC3)cc2)cc1,?,.,5%,-26%,.,-4%,.
CC1CCCC(C)N1NC(=O)c1cccc(S(=O)(=O)N2CCc3ccccc32)c1 (centres undefined),-9%,6,-1%,-18%,5%,17%,-1
O=C(Oc1ccccc1N1C(=O)C2CCCCC2C1=O)c1ccccc1 (centres undefined),65%[activator],-2,0%,-5%,2%,5%,3
Nc1nc(-c2ccc(Oc3ccccc3)cc2)cs1,36%[activator],53*,0%,?,0%,10%,39*

Screens as filed in PubChem BioAssay.
